From PubChem
SENP8 block-1 = human SENP8 protease inhibitors, primary screen, biochemical, fluorescence, Nedd8 protein substrate, uHTS | recombinant SENP8 | inhibition, % at 20 µM | actives 0.64% (n = 360,000) | AID 602440, 2012; in the data active means inhibition mostly above about 40%, no sharp cut-off; inactive means mostly below about 27%
Target sequence (Q96LD8 whole entry, looked up): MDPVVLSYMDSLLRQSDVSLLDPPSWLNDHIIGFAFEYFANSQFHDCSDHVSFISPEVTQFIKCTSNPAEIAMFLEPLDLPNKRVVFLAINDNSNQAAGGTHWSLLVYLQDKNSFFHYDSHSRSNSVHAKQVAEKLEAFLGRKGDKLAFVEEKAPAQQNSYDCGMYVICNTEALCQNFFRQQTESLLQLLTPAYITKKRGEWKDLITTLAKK
SENP8 block-2 = SENP8 protease inhibitors, primary screen, biochemical, luminescence | Sentrin-specific protease 8 (Homo sapiens), Q96LD8 | purified SENP8, Z-RLRGG-aminoluciferin cleavage | inhibition, % at 10 µM | actives 1.2% (n = 330,000) | AID 2540, 2010; in the data active means inhibition above about 50%
UBC13 polyUb = UBC13 polyubiquitin chain formation inhibitors, primary screen, biochemical, TR-FRET, uHTS; actives 0.47% (n = 330,000); Ubiquitin-conjugating enzyme E2 N (Homo sapiens), P61088; inhibition, % at 20 µM; in the data active means inhibition above about 45%, passing the limit was not always enough
SENP7 block = SENP7 protease inhibitors, primary screen, biochemical, luminescence, uHTS. AID 434973, 2010. recombinant SENP7, Z-RLRGG-aminoluciferin luminescence, 40 min. inhibition, % at 5 µM. actives 1.5% (n = 330,000). Sentrin-specific protease 7 (Homo sapiens), Q9BQF6;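 active means inhibition above about 50% at the single test dose, limit read from the data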;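 further: plate controls were DMSO with enzyme for no effect and no enzyme buffer wells for full effect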
Target sequence (Q9BQF6 706-1050 limits assumed): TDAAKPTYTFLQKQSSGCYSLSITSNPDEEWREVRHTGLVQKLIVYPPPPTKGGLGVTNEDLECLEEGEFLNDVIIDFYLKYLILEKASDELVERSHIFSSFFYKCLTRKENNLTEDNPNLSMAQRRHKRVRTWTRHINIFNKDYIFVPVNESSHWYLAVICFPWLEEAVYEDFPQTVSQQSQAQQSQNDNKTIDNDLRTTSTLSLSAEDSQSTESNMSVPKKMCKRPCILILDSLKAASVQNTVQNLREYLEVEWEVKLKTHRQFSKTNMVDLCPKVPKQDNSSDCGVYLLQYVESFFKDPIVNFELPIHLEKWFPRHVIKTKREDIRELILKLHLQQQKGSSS
SENP1 inh = human SENP1 catalytic domain inhibitors, primary screen, biochemical, FRET, uHTS; Sentrin-specific protease 1 (Homo sapiens), Q9P0U3; recombinant SENP1 catalytic domain, CyPet-SUMO1-YPet FRET cleavage; inhibition, % at 10 µM; actives 0.21% (n = 360,000); AID 624204, 2012;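 active means inhibition at least 30% at 10 µM, raw YFP signal under a set limit, fluorescence ratio 0.5 to 1.5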;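 further: 0% = enzyme with DMSO and 100% = no enzyme wells; some results filed as inactive read as strong as hits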
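Compound: 10 µM single point, 0.5% DMSO; Test system: hSENP1 catalytic domain, recombinant; Timing: 50 min reaction at room temperature; Technique: FRET, CFP and YFP emission; Control set: no-enzyme wells low, DMSO-plus-enzyme wells high control.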
Apaf-1 inh = inhibitors of human Apaf-1 apoptosome, primary screen, biochemical, DEVD-Rh110 fluorescence, uHTS; inhibition, % at 20 µM; actives 0.71% (n = 330,000); reconstituted apoptosome caspase-3 activity; Apoptotic protease-activating factor 1 (Homo sapiens), O14727; active means inhibition of at least 40% at 20 µM;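 further: plate controls were DMSO wells for no effect and DEVD-CHO caspase inhibitor wells for full effect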
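Material: reconstituted apoptosome with Apaf-1, cytochrome c, caspase-9, procaspase-3, dATP; medium: pH 7.5 Hepes buffer with CHAPS, BSA, DTT; also added: cytochrome c and DEVD-Rh110 substrate; timing: 30 min plus 50 min, RT; signal: Rh110 fluorescence intensity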
SENP6 block = SENP6 protease inhibitors, primary screen, biochemical, luminescence, uHTS; actives 1.8% (n = 330,000); Sentrin-specific protease 6 (Homo sapiens), Q9GZR1; AID 2599, 2010; Recombinant SENP6 catalytic domain, aminoluciferin luminescence; inhibition, % at 10 µM;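 active means inhibition above about 50% at the single tested dose, limit read from the data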;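 further: plate controls were DMSO wells with enzyme for no effect and DMSO wells lacking enzyme for full effect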
A3G deaminase = APOBEC3G DNA deaminase inhibitors, primary screen, biochemical, fluorescence, single-stranded DNA substrate, uHTS. DNA dC->dU-editing enzyme APOBEC-3G (Homo sapiens), Q9HC16. recombinant A3G, ssDNA deamination FAM/TAMRA fluorescence. inhibition, % at 20 µM. actives 0.28% (n = 330,000). AID 493012, 2011;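 active means inhibition of at least 40% at 20 µM, with no more than 30% in the related APOBEC3A deaminase screen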;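 further: plate controls were DMSO wells with A3G for no effect and wells lacking A3G enzyme for full effect; some compounds called inactive have numbers as strong as hits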
Target sequence (Q9HC16 whole entry, looked up): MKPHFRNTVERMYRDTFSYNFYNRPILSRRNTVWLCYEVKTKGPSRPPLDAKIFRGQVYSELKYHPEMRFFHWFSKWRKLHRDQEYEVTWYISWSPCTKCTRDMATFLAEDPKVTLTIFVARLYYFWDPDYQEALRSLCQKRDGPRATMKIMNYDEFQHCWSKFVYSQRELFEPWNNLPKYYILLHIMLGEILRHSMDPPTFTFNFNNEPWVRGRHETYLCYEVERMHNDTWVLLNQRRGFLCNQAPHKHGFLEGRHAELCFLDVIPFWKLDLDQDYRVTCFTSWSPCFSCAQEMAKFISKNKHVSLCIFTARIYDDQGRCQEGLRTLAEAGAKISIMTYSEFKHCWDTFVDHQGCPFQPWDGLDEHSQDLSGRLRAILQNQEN
The depositor's hits bear a star.

SMILES	SENP8 block-1	SENP8 block-2	UBC13 polyUb	SENP7 block	SENP1 inh	Apaf-1 inh	SENP6 block	A3G deaminase
S=C(NCCc1ccccc1)NCC(c1ccco1)N1CCCCC1 (configuration not stated)	10	-11	-5	-2	0	13	-17	-10
Cc1cc(NC(=O)c2cccs2)n(-c2ccccc2)n1	4	-12	-8	-4	2	-4	-4	-5
COC(=O)c1cc(C(=O)OCC(=O)NC2CCS(=O)(=O)C2)cc([N+](=O)[O-])c1 (configuration not stated)	12	3	2	3	1	-1	3	-6
Cc1cccc(C)c1NC(=O)CN(c1ccccn1)S(=O)(=O)c1ccccc1	-224	-10	3	4	0	3	-14	2
CCN(CC(=O)NCc1ccc(F)cc1)Cc1nc2cc(Cl)ccc2c(=O)[nH]1	20	5	-12	-4	-9	-3	0	-5
Cc1cc(C)n(C(=O)CNC(=O)C2COc3ccccc3O2)n1 (configuration not stated)	2	-10	-8	-8	3	15	-20	3
Oc1c(CN2CCCCC2)cc(COCc2ccccc2)c2cccnc12	22	1	7	-4	-3	3	-21	-2
Cn1c(SCC(=O)Nc2ccccc2F)nc2c(c1=O)SCC2	10	-5	-3	4	-1	13	-29	8
O=C(OCn1nnc2ccccc2c1=O)C1CCN(S(=O)(=O)c2cccs2)CC1	7	3	-6	2	0	16	-4	-4
CC1Cc2ccccc2N1C(=O)CSc1nnc(CSc2ncccn2)n1C (configuration not stated)	1	2	3	5	0	-19	-2	-9
CC1Cc2cc(S(=O)(=O)N3CCN(c4ccccc4F)CC3)ccc2N1C(=O)C1CC1 (configuration not stated)	10	2	2	-6	-1	11	11	-2
COc1ccccc1-c1sc2ccccc2c1-c1ccccc1OC	-39	7	19	5	-1	7	6	-3
COc1ccc(NC(=O)C2CCN(S(=O)(=O)c3ccc(N4CCCC4=O)cc3)CC2)cc1OC	-1	-1	-4	0	3	2	9	8
O=C(c1ccccc1CCc1ccccc1)N1CCCC1	10	-8	-10	15	0	-31	-6	-1
Cc1ccc(NC(=O)CN(C)C(=O)c2ccc(Cl)nc2)cc1	4	-7	-3	-1	0	0	-35	-7
CC(C)c1ccc(CNc2nnnn2C)cc1	0	-1	4	1	1	0	-5	-6
CCOc1ccc(CCN2C(=O)CCC2(C)C(=O)NC(C)CC)cc1OCC (configuration not stated)	13	1	1	10	3	-12	9	2
CCc1ccc(-c2nc(CN3CCC(C(=O)N4CCN(c5ccccn5)CC4)CC3)c(C)o2)cc1	-5	-3	-10	0	-1	17	-7	2
O=C1CN(C(=O)COc2ccccc2)c2ccccc2N1	-27	5	2	-5	-24	8	4	2
CCC12CN3CCN(CC(C3)/C1=N\NC(=O)c1ccc(F)cc1)C2	3	0	2	-6	2	-6	-20	0
Cc1ccc(-c2c[nH]c(=S)n2-c2ccccc2F)cc1	-4	-1	-10	6	0	1	1	-2
CN(C)c1ccc(C(=O)c2ccccc2C(=O)O)cc1[N+](=O)[O-]	17	-6	-33	-2	2	9	-18	2
COc1ccc(NC(=O)c2oc3ccccc3c2C)c(OC)c1	-6	-14	14	27	1	10	-16	-1
Nc1nc(N)nc(-c2cc(C(F)(F)F)ccc2Cl)n1	3	-5	51*	6	2	5	-7	-7

Looked up by compound from the list above:
SMILES	SENP8 block-1	SENP8 block-2	UBC13 polyUb	SENP7 block	SENP1 inh	Apaf-1 inh	SENP6 block	A3G deaminase
O=C(c1ccccc1CCc1ccccc1)N1CCCC1	10	-8	-10	15	0	-31	-6	-1
COc1ccc(NC(=O)C2CCN(S(=O)(=O)c3ccc(N4CCCC4=O)cc3)CC2)cc1OC	-1	-1	-4	0	3	2	9	8

Continuation.
SMILES	SENP8 block-1	SENP8 block-2	UBC13 polyUb	SENP7 block	SENP1 inh	Apaf-1 inh	SENP6 block	A3G deaminase
COc1ccc(CN(C)Cc2c(O)ccc3ccccc23)cc1	-105	5	11	3	0	18	-1	-7
Cc1ccc2c(CC(=O)Nc3ccc(N4CCN(C)CC4)cc3C)coc2c1	-19	0	9	-1	-22	-8	7	-3
CCN1CCN(C(=O)Cn2nc(-c3ccc(Cl)cc3)ccc2=O)CC1	-8	3	8	-5	1	0	-3	0
O=c1cc(N2CCN(c3ccccc3)CC2)[nH]c(=O)n1Cc1ccc(F)cc1	2	2	5	-8	-1	15	-10	-1
COCCNC(=S)N1CCN(Cc2ccc3c(c2)OCO3)CC1	6	-2	-1	10	0	1	22	-5
CC(C)(C)c1ccc(C(=O)O)c(C(=O)c2ccc(C(=O)O)cc2)c1	13	-9	-14	3	2	-14	-5	-3
Cc1ccccc1NC(=O)CSc1nnc2ccc(-c3ccccn3)nn12	-76	3	9	2	3	3	2	-9
O=C(CS(=O)(=O)c1cn(CC(=O)N2CCOCC2)c2ccccc12)Nc1ccccc1	5	-6	3	4	-3	-3	-20	-4
COc1ccc(C(=O)Nc2cccc(-c3ccc4nncn4n3)c2)cc1OC	-30	14	12	-1	-1	-14	-13	-2
CC(C)CC(N=C1NC(C)(C)Cc2ccccc21)C(=O)O (configuration not stated)	14	2	13	-1	1	-11	-9	-1
CC(C)(C)c1ccc(C(=O)CC(Sc2ccc(Cl)cc2)C(=O)O)cc1 (configuration not stated)	14	2	-2	6	2	9	-10	0
CC(=O)c1c(OC(=O)c2ccc(C)cc2)c2ccccc2n1C	20	-3	-3	-19	2	2	-10	-1
O=c1cc(-c2ccccc2)[nH]n1-c1nc2ccccc2s1	-32	-4	-19	3	2	13	28	-7
O=C(CSc1nnc(Cc2cc(=O)[nH]c(=O)[nH]2)n1-c1ccccc1)N1CCCC1	12	-17	-10	-10	11	8	-7	-5
CCCCC(=O)Nc1ccc(N2CCN(S(C)(=O)=O)CC2)cc1	19	0	5	4	0	-4	-11	-6
O=C(Nc1ccc(Cl)cc1)C1=Cc2cc(Cl)ccc2OC1	11	-2	14	7	3	8	0	-6
COc1ccc(C(=O)N/C(=C/c2cccnc2)C(=O)NCc2ccco2)cc1OC	5	5	0	-2	0	-3	-17	-5
CCN(CC)c1nc(N)c([N+](=O)[O-])c(NCCO)n1	17	-12	-7	-5	1	-4	-18	-2
Cc1cc(=O)oc2cc(OC(=O)c3nn(C(C)C)c(=O)c4ccccc34)ccc12	-398	-4	39	8	-124	-2	-17	-2
COc1ccc2c(c1)cc(C(=O)N[C@H](C(=O)N1CCC(C(=O)O)CC1)C(C)C)n2C	-298	2	10	7	2	6	5	-2
O=C(c1cc2ccccc2o1)N1CCN(c2cccc(C(F)(F)F)c2)CC1	13	-1	-8	-2	2	13	-9	-2
N#Cc1ccc(Oc2cnccn2)cc1	12	-9	6	12	2	-2	-2	5
O=C1NC[C@@H](Cc2ccc(O)cc2)N(CCc2cccc3ccccc23)C1=O	12	-23	-3	13	-1	5	-27	-5
OCCC1CN(Cc2cccn2-c2cccnc2)CCN1Cc1ccc(F)cc1 (configuration not stated)	17	2	-7	-7	0	-13	1	-5

Part of the list above in order of SMILES length, falling:
SMILES	SENP8 block-1	SENP8 block-2	UBC13 polyUb	SENP7 block	SENP1 inh	Apaf-1 inh	SENP6 block	A3G deaminase
COc1ccc2c(c1)cc(C(=O)N[C@H](C(=O)N1CCC(C(=O)O)CC1)C(C)C)n2C	-298	2	10	7	2	6	5	-2
O=C(CSc1nnc(Cc2cc(=O)[nH]c(=O)[nH]2)n1-c1ccccc1)N1CCCC1	12	-17	-10	-10	11	8	-7	-5
Cc1cc(=O)oc2cc(OC(=O)c3nn(C(C)C)c(=O)c4ccccc34)ccc12	-398	-4	39	8	-124	-2	-17	-2
O=C1NC[C@@H](Cc2ccc(O)cc2)N(CCc2cccc3ccccc23)C1=O	12	-23	-3	13	-1	5	-27	-5
CC(C)(C)c1ccc(C(=O)CC(Sc2ccc(Cl)cc2)C(=O)O)cc1 (configuration not stated)	14	2	-2	6	2	9	-10	0
COc1ccc(C(=O)Nc2cccc(-c3ccc4nncn4n3)c2)cc1OC	-30	14	12	-1	-1	-14	-13	-2
OCCC1CN(Cc2cccn2-c2cccnc2)CCN1Cc1ccc(F)cc1 (configuration not stated)	17	2	-7	-7	0	-13	1	-5
CCCCC(=O)Nc1ccc(N2CCN(S(C)(=O)=O)CC2)cc1	19	0	5	4	0	-4	-11	-6
CC(=O)c1c(OC(=O)c2ccc(C)cc2)c2ccccc2n1C	20	-3	-3	-19	2	2	-10	-1
CCN(CC)c1nc(N)c([N+](=O)[O-])c(NCCO)n1	17	-12	-7	-5	1	-4	-18	-2
CC(C)CC(N=C1NC(C)(C)Cc2ccccc21)C(=O)O (configuration not stated)	14	2	13	-1	1	-11	-9	-1
N#Cc1ccc(Oc2cnccn2)cc1	12	-9	6	12	2	-2	-2	5

Continuation.
SMILES	SENP8 block-1	SENP8 block-2	UBC13 polyUb	SENP7 block	SENP1 inh	Apaf-1 inh	SENP6 block	A3G deaminase
COc1ccccc1C1CC(c2ccco2)=NN1S(C)(=O)=O (configuration not stated)	16	3	7	2	-14	-9	1	-5
CSCCC(NC(=O)c1ccc(Cl)cc1)C(=O)OCC(=O)Nc1cc(Cl)ccc1C (configuration not stated)	12	0	8	9	4	23	4	-6
CCOC(=O)C1CCCN(C(=O)Cn2nc(Cc3cccnc3)c3ccccc3c2=O)C1 (configuration not stated)	4	-1	5	2	0	-1	1	-9
Cc1cc(C)c2c(n1)SCC(=O)N2CC(=O)Nc1ccc(Br)c(C)c1	22	2	-7	12	0	15	-4	-2
Cn1cc(S(=O)(=O)NCc2ccc3c(c2)OCO3)c(C(F)(F)F)n1	14	7	-6	2	-2	-2	2	-3
CCS(=O)(=O)Nc1ccc(C2=NN(S(=O)(=O)CC)C(c3cccs3)C2)cc1 (configuration not stated)	-172	-1	2	4	-12	-12	6	-6
CCn1c(C)nnc1SCC(=O)Nc1ccc(C(C)=O)cc1	3	-8	2	-8	-2	-1	7	3
O=C(CSc1nnc(-c2ccccc2)n1-c1ccccc1)NCc1ccco1	4	-7	-18	-7	-1	13	0	-2
O=C(CN1C(=O)C2C3CCC(C3)C2C1=O)N1CCN(Cc2ccccc2)CC1 (configuration not stated)	17	-7	-13	-10	2	8	-8	-6
CCC(Cc1ccccc1)NC(=O)C1=C(C)C(=O)OC12CCC(C)CC2 (configuration not stated)	4	-2	5	-4	0	-6	5	-6
COc1cccc(CC(=O)Nc2ncc(C)s2)c1	-4	-7	-6	-6	-9	7	-11	0
O=C(Nc1ccc(F)cc1)c1ccccc1F	12	1	3	2	-1	-9	20	-2
CCn1nc(NC(=O)c2ccncc2)c2cc3cccc(C)c3nc21	-60	2	8	-4	-79	14	-2	-3
CCC(C)C1C(C#N)=C(N)OC2=C1C(=O)CC(C)(C)C2 (configuration not stated)	10	4	6	5	1	2	-4	-7
Cc1nnsc1-c1c(C(=O)N2CCOCC2)c(C)nn1-c1ccccc1	1	7	2	6	2	-12	-23	-9

Not a hit list (roughly 3.6% active in at least one column).
